FLuc inh: Photinus pyralis luciferase inhibition | purified P. pyralis luciferase, luminescence, biochemical | Potency, µM (series often up to 115 µM), without a hit: at the highest dose activity change, negative = inhibition, actives largely listed as inhibitors | hit rate 2.5% among 76,000; also: potency is read from the fitted curve at half-maximal effect; nearly all actives have a fitted effect of over 65% in size
Target sequence (P08659 whole entry, looked up): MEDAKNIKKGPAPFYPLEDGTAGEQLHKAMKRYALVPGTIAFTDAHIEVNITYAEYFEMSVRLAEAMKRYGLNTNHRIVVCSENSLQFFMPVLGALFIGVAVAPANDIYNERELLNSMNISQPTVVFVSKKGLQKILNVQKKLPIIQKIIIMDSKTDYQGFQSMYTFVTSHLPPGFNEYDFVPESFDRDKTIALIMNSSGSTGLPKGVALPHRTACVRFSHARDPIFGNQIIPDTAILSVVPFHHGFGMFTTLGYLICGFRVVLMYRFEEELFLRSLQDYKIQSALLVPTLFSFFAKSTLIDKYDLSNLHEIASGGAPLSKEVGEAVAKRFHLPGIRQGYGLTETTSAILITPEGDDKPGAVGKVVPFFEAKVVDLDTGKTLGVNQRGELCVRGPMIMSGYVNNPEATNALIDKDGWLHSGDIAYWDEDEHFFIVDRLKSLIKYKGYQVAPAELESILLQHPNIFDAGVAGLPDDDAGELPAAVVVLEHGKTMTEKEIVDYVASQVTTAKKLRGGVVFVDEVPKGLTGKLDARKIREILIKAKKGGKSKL
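Cell-free enzyme assay, 10nM P. pyralis luciferase, luciferin and ATP each at 10uM. Inhibition profiled over a 6-point titration, read as luminescence.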
SNCA expr inh: inhibitors of alpha-synuclein (SNCA) gene expression | HEK-293 SNCA-luciferase knock-in, luminescence, 24 h | Potency, µM (series often up to 57.2 µM), for inactives: top-dose activity change, negative = inhibition, usual class: inhibitors | hit rate 0.17% among 140,000;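 also: potency is read from the fitted curve at half-maximal effect; plate controls were DMSO cells for no effect and cell-free wells for full effect; nearly all actives have a fitted effect of over 45% in size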
HEK293 viab: reduces viability of HEK-293 SNCA reporter cells. Potency, µM (top dose mostly 57.1 µM), for the others: at the top dose activity change, negative = cytotoxicity, hits mostly cytotoxic. hit rate 0.12% among 150,000. AID 1671193. HEK-293-SNCA-luc viability, GF-AFC fluorescence, 24 h;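 also: potency is read from the fitted curve at half-maximal effect; 0% = DMSO-treated cells and -100% = medium-only wells without cells; nearly all actives have a fitted effect of over 30% in size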
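Cytotoxicity counterscreen: after 24 h compound treatment of genome-edited SNCA-luciferase HEK-293 cells, live-cell protease substrate GF-AFC read by fluorescence after 30 min; activity scaled between DMSO (0%) and medium-only (-100%), curves Hill-fitted.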
IP6K1 inh: inhibitors of human IP6K1; Q92551; activity change, % (series mostly up to about 58 µM); AID 1645851; IP6K1 kinase, ADP-Glo luminescence, 2 h; hits give low values; hit rate 0.81% among 140,000; in the data active = activity change below about -25%
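ADP-Glo luminescence measures ADP made by human IP6K1 during a 2 h RT reaction with ATP/IP6 (mix at 1.3 mM/130 uM); top library doses 57.5 and 19.1 uM final.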
HEK cytotox: kills HEK 293 cells. HEK 293 viability, ATP luminescence (CellTiter-Glo), 48-72 h. Potency, µM (top dose mostly 115 µM), without a hit: at the highest dose activity change, negative = cytotoxicity, most hits filed as inhibitors. hit rate 6.6% among 94,000. AID 1345083; also: potency is read from the fitted curve at half-maximal effect; nearly all actives have a fitted effect of over 60% in size
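qHTS cytotoxicity; HEK 293, 250 cells/well; compound pinned; 48 or 72 hr, 37 degree Celsius, 5% CO2, 95% humidity; CellTiter-Glo, 10 min RT; luminescence (ATP).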
GPT2 inh: GPT2 alanine aminotransferase inhibition; Recombinant GPT2, coupled pyruvate oxidase/HRP Amplex Red fluorescence; Potency, µM (highest dose often 57.7 µM), inactives show top-dose activity change, negative = inhibition, hits mostly inhibitors; hit rate 0.25% among 100,000; AID 1671188; also: potency is read from the fitted curve at half-maximal effect; nearly all actives have a fitted effect of over 60% in size; many of its hits are not listed in these tables
Target sequence (Q8TD30 whole entry, looked up): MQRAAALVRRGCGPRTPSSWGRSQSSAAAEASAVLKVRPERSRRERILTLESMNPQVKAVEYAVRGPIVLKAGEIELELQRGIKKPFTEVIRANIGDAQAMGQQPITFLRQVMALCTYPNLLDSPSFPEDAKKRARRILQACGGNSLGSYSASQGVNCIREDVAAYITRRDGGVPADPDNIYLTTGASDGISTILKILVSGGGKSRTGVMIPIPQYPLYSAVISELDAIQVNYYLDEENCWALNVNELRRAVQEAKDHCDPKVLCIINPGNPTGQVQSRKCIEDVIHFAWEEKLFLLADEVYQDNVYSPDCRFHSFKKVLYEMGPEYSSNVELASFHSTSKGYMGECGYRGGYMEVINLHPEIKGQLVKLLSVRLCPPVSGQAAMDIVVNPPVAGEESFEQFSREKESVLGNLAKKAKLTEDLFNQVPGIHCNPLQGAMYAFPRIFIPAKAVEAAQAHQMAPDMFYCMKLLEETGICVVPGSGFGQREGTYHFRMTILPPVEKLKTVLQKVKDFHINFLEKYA
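Inhibition is scored from Amplex Red fluorescence generated when pyruvate oxidase and HRP act on pyruvate released by GPT2. Reactions contain 10ng/uL enzyme, 250uM a-KG and 2mM L-alanine and run 30 min at room temperature.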
3T3 cytotox: NIH 3T3 cell cytotoxicity. AID 1345082. Potency, µM (titrated, usually from 96.7 µM), without a hit: at the top dose activity change, negative = cytotoxicity, usual class: inhibitors. NIH 3T3 viability, CellTiter-Glo ATP luminescence, 48-72 h. hit rate 4.3% among 94,000; also: potency is read from the fitted curve at half-maximal effect; nearly all actives have a fitted effect of over 55% in size
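ATP-dependent luminescence (CellTiter-Glo) served as the viability signal for NIH 3T3 cells treated with compound for 48 or 72 hr at 37 °C.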
Active calls of the source: *; i = inactive; ? = inconclusive; nt = no result given; [ ] = remark or other dose. Unless noted, calls follow the shape of the dose curve; as a rule, active = well fitted curve in the direction sought with a large enough effect; inconclusive = small, poorly fitted or top-dose-only effect, or another doubt; inactive = no such curve, though single readings can be large; an effect the other way counts as inactive or inconclusive. Unless noted, % is scaled to controls: 0 for no effect and ±100 for the full control effect.

Order of values: 3T3 cytotox, HEK293 viab, FLuc inh, IP6K1 inh, SNCA expr inh, GPT2 inh, HEK cytotox
COCCn1c(CNC(=O)c2ccccc2C)nc2cccnc21
  nt, 3%, nt, 5, 25%, nt, nt
Cc1cnn(CCC(=O)N2C[C@@H](COc3ccccc3)[C@H](C(N)=O)C2)c1
  -2%, 2%, -4%, 3, -9%, i, -5%
O=C1N(CCc2ccccc2)CCOC12CCN(Cc1ccc(F)c(Cl)c1)CC2
  45µM*, ?, 16%[172 µM], 24, ?, -13%[88.5 µM], 79µM*
COCC1(CNC(=O)C2CCOCC2)C[C@@H](O)[C@@H](O)C1 (some centres not stated)
  i, 6%[87.6 µM], -9%[230 µM], 6, 9%[87.6 µM], i, i
O=C(NCc1ccccn1)c1c(OCC2CC2)cc(=O)n2c1CCCCC2
  -1%, ?, -6%, -9, 13%, i, -9%
COCC1CN(C)CC12CCN(Cc1ccc(OC)c(Cn3ccnc3)c1)CC2 (configuration not stated)
  ?, -18%, -13%, 9, 3%, i, ?
COc1ccc(F)cc1-c1cccc(C(=O)NCCNC(=O)c2ccccc2Cl)c1
  ?, 2%, nt, -6, 3%, 0%, ?
Nc1ccc(S(=O)(=O)Nc2ccccc2)cc1
  nt, -9%[23.9 µM], nt, 27, 67%[25.6 µM], -7%, nt
Cc1ccc(C(=O)N(Cc2sccc2C)C2CCS(=O)(=O)C2)cc1 (configuration not stated)
  nt, 0%, nt, -15, 1%, nt, nt
O=C(C[C@@H]1CCNC[C@@H]1Cc1cc(-c2ccc(F)cc2)on1)NCc1ccc(F)cc1
  40µM*, -2%[87.6 µM], 2%[172 µM], 5, -25%[87.6 µM], -3%[88.5 µM], 79µM*

Next results follow:
Order of values: 3T3 cytotox, HEK293 viab, FLuc inh, IP6K1 inh, SNCA expr inh, GPT2 inh, HEK cytotox
Cc1cc(C)n(CCC(=O)N2CC(F)(F)C[C@H]2c2nnc(C)o2)n1
  i, -1%, -4%, 10, 14%, i, i
CCc1cc(=O)n(CC(=O)NCc2ccc(OC)cc2)c(N2CCOCC2)n1
  3%, -1%, 5%, 12, -8%, i, 3%
CN(CCc1ccccn1)C(=O)[C@@]12CCCC[C@H]1N(C)C(=O)CC2
  i, -5%, 6%, -21, ?, 4%, 2%
CC(C)NC(=O)C[C@@H]1O[C@H](CNS(=O)(=O)c2ccccc2)[C@@H](O)[C@H]1O
  4%[174 µM], 6%[87.6 µM], -6%[172 µM], 6, 18%[87.6 µM], -4%[88.5 µM], 0%[172 µM]
O=C(O)C1CCN(C(=O)N2CC3CC(C2)[C@H]2CCCC(=O)N2C3)CC1 (some centres not stated)
  i, -17%, -3%, 26, ?, i, 12%
O=C1NCc2ccccc2CC12CCN(CC1=CCCCC1)C2 (configuration not stated)
  -4%, -5%, nt, -17, 2%, -6%, -23%
CCn1cc(CN2CCC3(CC2)CCN(Cc2ncc[nH]2)CC3CO)cn1 (configuration not stated)
  -11%, 6%, -8%, 1, -7%, -4%, -28%
O=C1NCCN2CC3(CCN(C(=O)Nc4ccccc4F)CC3)CC12 (configuration not stated)
  i, -1%, 2%, -13, 37%, i, -12%
COc1cccc(CN2C(=O)OC3(CCN(Cc4ccc5c(c4)CCO5)CC3)C2(C)c2cccnc2)c1 (configuration not stated)
  ?, -10%, -2%, 6, -7%, 1%, ?
CNc1ncc(C(=O)N2CC[C@@](O)(COC)C(C)(C)C2)cn1
  -5%, -3%, 6%, 6, 8%, i, 2%

The list continues.
Order of values: 3T3 cytotox, HEK293 viab, FLuc inh, IP6K1 inh, SNCA expr inh, GPT2 inh, HEK cytotox
CC(C)CN1CCN(C2CCOC3(CCN(C(=O)c4ccnn4C)CC3)C2)CC1 (configuration not stated)
  -12%, 10%, -3%, -1, -4%, i, 1%
O=C(O)C[C@@H]1CCN(C(=O)C2CCCC2)C[C@@H]1CCN(CCN1CCOCC1)c1ccccc1
  -19%, 5%, -1%, -9, 12%, i, -13%
CC(Oc1ccccc1)C(=O)N1CCC(n2cc(-c3nc(C(C)C)no3)nn2)CC1 (configuration not stated)
  -28%, -8%, 7%, -4, -4%, 2%, ?
CC(O)c1cc2n(n1)CCN(C(=O)c1cc(=O)n(C)c(=O)n1C)C2 (configuration not stated)
  -1%, 1%, 4%, 3, -19%, i, 2%
CCN1C(=O)CCN(C(=O)NC2CCCCC2)CC12CCOCC2
  i, -20%, -12%, -12, 30%, -5%, 2%
CCOC(=O)CSc1nc2c(sc3ccccc32)c(=O)n1CCO
  nt, 3%, nt, -13, 5%, nt, nt
CNC(=O)[C@@H]1CN(C(=O)c2sccc2C)C[C@H]1c1nc(COC)no1
  -5%, 6%, -9%, 14, -15%, i, 4%
COc1cc2c(cc1OC)C1CC(=O)C(CC(C)C)CN1CC2 (configuration not stated)
  nt, 3%, nt, nt, 15%, 4%, nt
COc1ccc(C(=O)N2CCC3(CC2)N=C(c2cccc(Br)c2)NO3)cc1OC
  ?, 1%, 16%, 14, ?, i, ?
COc1ccccc1-n1ncc2c(=O)[nH]c(SCC(=O)Nc3ccc(Cl)cc3)nc21
  nt, -2%, nt, 9, ?, nt, nt

Next records follow.
Order of values: 3T3 cytotox, HEK293 viab, FLuc inh, IP6K1 inh, SNCA expr inh, GPT2 inh, HEK cytotox
COc1ccccc1-c1cccc(CN2CCCC(C(=O)Nc3ccccc3Cl)C2)c1 (configuration not stated)
  ?, 0%, nt, -4, -21%, 2%, ?
COc1ccc(CNC(=O)C2CCCN2c2nccc(Nc3ccc(C)cc3)n2)cc1 (configuration not stated)
  ?, -9%[12.5 µM], nt, -1, -14%, i, ?
Cc1ccc(NC(=O)NC2CCN(C(=O)N3CC4CC(C3)[C@H]3CCCC(=O)N3C4)CC2)cc1C (some centres not stated)
  -27%, 0%, -5%, 3, 1%, -6%, -27%
Cc1ccc(NC(=O)Cn2cc(S(=O)(=O)Cc3cccc(Cl)c3)c3ccccc32)cc1C
  nt, -1%, nt, 8, ?, nt, nt
CC(=O)N1CCN(c2ccc(O)cc2)CC1
  nt, -8%[23.9 µM], nt, 3, -4%[25.6 µM], ?, nt
COc1ccc(N2CC(C(=O)NC3CC3)NC2=O)cc1 (configuration not stated)
  -2%[138 µM], -5%[87.6 µM], -5%[172 µM], 10, -7%[87.6 µM], i, 1%[172 µM]
CCOC(=O)C1CCN(S(=O)(=O)c2cc3c4c(c2)C(C)C(=O)N4CCC3)CC1 (configuration not stated)
  nt, 4%, nt, 1, 9%, nt, nt
COc1ccc(C(=O)Nc2c(C(=O)c3ccccc3)oc3ccccc23)cc1
  nt, 7%, nt, 10, -20%, nt, nt
Cc1cccc2c(=O)cc(CSc3ccccc3NC(=O)C(C)C)[nH]c12
  nt, -14%, nt, 31, -4%, nt, nt
COc1ccc(/C=C/C(=O)Nc2nc3n(n2)C(c2ccccc2)C=C(c2ccc(Cl)cc2)N3)cc1 (configuration not stated)
  nt, 9%, nt, 21, -28%, nt, nt

Continued; the last 3 above are carried over.
Order of values: 3T3 cytotox, HEK293 viab, FLuc inh, IP6K1 inh, SNCA expr inh, GPT2 inh, HEK cytotox
COc1ccc(C(=O)Nc2c(C(=O)c3ccccc3)oc3ccccc23)cc1
  nt, 7%, nt, 10, -20%, nt, nt
Cc1cccc2c(=O)cc(CSc3ccccc3NC(=O)C(C)C)[nH]c12
  nt, -14%, nt, 31, -4%, nt, nt
COc1ccc(/C=C/C(=O)Nc2nc3n(n2)C(c2ccccc2)C=C(c2ccc(Cl)cc2)N3)cc1 (configuration not stated)
  nt, 9%, nt, 21, -28%, nt, nt
COc1ccc(Cl)cc1NC(=O)COC(=O)CC(C)(C)CC1=NS(=O)(=O)c2ccccc2N1
  nt, -26%, nt, 11, -10%, nt, nt
COC(=O)C1C(O)CCC2CN3CCc4c([nH]c5ccccc45)C3CC21 (configuration not stated)
  nt, -1%, nt, 32, nt, 1%[27.3 µM], nt
Nc1ncccc1CN1C[C@H]2CN(C(=O)C3CCC3)C[C@@]2(C(=O)O)C1
  -15%, -2%, 2%, 9, 1%, -2%, -1%
NC(=O)N1CCCC(C(=O)NCCc2nc(-c3ccccn3)no2)C1 (configuration not stated)
  i, 5%, 0%, 16, -25%, -25%, i
COc1ccccc1C(=O)Nc1nc2nc(C)c(Cc3ccccc3)c(=O)n2[nH]1
  nt, 12%, nt, 13, 3%, nt, nt
Cc1ccc(Nc2ccnc(N3CCCC(C(=O)NC(C)C)C3)n2)cc1 (configuration not stated)
  ?, -7%[12.5 µM], nt, -1, -9%, -6%, ?
O=C(c1ccc2nnc(-c3ccc(OC(F)(F)F)cc3)n2c1)N1CCOCC1
  ?, ?, nt, -1, 11%, i, ?
CCCc1nn2c(=O)cc(COC(=O)c3ccccc3NC(=O)c3ccc(Cl)cc3)nc2s1
  nt, 7%, nt, 7, 38%[activator], nt, nt
COc1ccc(OC)c(NC(=O)c2cc3n(n2)CC(c2ccc4c(c2)OCO4)OC3)c1 (configuration not stated)
  -20%, -2%, -9%, -3, 4%, i, ?
CCOc1cc(=O)n2c(c1C(=O)Nc1ccc(C(F)(F)F)cc1)CCCC2
  -15%, -1%, -9%, 10, 1%, -10%, -24%

(listing goes on)
Order of values: 3T3 cytotox, HEK293 viab, FLuc inh, IP6K1 inh, SNCA expr inh, GPT2 inh, HEK cytotox
Cc1ccc(C(=O)N2CCc3cc(CNC(=O)c4ccnn4C)ccc32)cc1
  nt, -15%, nt, 21, 31%[activator], nt, nt
COCCN1C(=O)c2ccccc2C(C(=O)Nc2cccc(OC)c2)C12CCCC2 (configuration not stated)
  i, -11%, 9%, -6, -6%, 1%, 33%[activator]
Cc1cccc(OCC(=O)N(Cc2ccc(N(C)C)cc2)Cc2ccco2)c1C
  nt, 3%, nt, 16, -11%, nt, nt
Cc1ccc(C(=O)N2CCC(Cc3nc(-c4ccccc4)no3)CC2)s1
  ?, -5%, -4%, -7, -18%, 3%, 32µM*
Cc1c(Cl)cc(C(=O)N2CCC[C@H]2C(=O)N2CCOCC2)cc1Cl
  -12%, -4%, 7%, 17, 7%, -4%, -11%
CC(=O)N1CCC(OCCOc2ccccc2)CC1
  1%, 3%[12.5 µM], 4%, 38, 15%, i, 0%
COC(=O)C1=CN(CC(=O)Nc2ccccc2OC)S(=O)(=O)N=C1C
  0%, 3%, 3%, 2, -5%, i, -1%
CN(C)c1ccc(CN[C@H]2C[C@H]3C(=O)NC[C@@H](CCC(=O)NCc4ccccc4)N3C2)cc1
  -21%, 0%, 1%, -1, 74%[activator], i, i
COCc1noc(CCNC(=O)c2ccc(C)c(N3CCNC3=O)c2)n1
  5%, 2%, 7%, 31, 10%, -1%, -3%
Cn1c(CN2CCOCC2)nc2cc(NC(=O)c3ccccc3[N+](=O)[O-])ccc21
  nt, -2%, nt, -8, -3%, nt, nt
COCC1(C(=O)N2CCC3(CC2)C(=O)N(C)c2ccccc23)CCC1
  -6%, -21%, -2%, 7, 14%, -12%, ?
C[S+](=O)([O-])N1CCC2(CC1)CN(C(=O)c1c[nH]c3ccccc13)Cc1ccccc1O2
  -6%, 0%, nt, -13, ?, -17%, -3%
COc1ccc(Cl)cc1NC(=O)CCc1nc(-c2ccccc2F)no1
  nt, 11%, nt, -4, -13%, nt, nt

Screens as filed in PubChem BioAssay.
